MLL CXXC-DNA inh – inhibitors of human MLL CXXC domain-DNA interaction; MLL-CXXC / FITC-HOXA9 DNA fluorescence polarization; Potency, µM (titrated, usually from 115 µM), inactives show top-dose activity change, negative = inhibition, hits mostly inhibitors; 0.037% of 290,000 active; AID 2662; active = well fitted inhibition curve with a large enough effect in the polarisation, with a control signal flat, not every such curve was filed as active; inconclusive = small, poorly fitted or top-dose-only effect, or effect the other way, or a change in a side signal; inactive = no such curve, though single readings can be large or run the other way; the % refers to the polarisation; also: potency is read from the fitted curve at half-maximal effect
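Purified MLL-CXXC (added from a 7 uM solution) was preincubated 5 min at ambient with pinned compounds in 50 mM Tris-HCl pH 7.5, 50 mM NaCl, 1 mM DTT, 0.05% BSA. Fluorescein-labeled HOX-A9 DNA (50 nM solution) followed, 30 min, then polarization read.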
TRPV1 agonist – agonists of human vanilloid receptor 1 (TRPV1) | Q8NER1 | TRPV1-expressing cells, Fluo-8 calcium influx, agonist mode | 0.19% of 320,000 active | activation, % at 8.33 µM; in the data active = activation above about 80%; inconclusive = between about 30% and that limit; also: 0% is about no effect
Target sequence (Q8NER1 whole entry, looked up): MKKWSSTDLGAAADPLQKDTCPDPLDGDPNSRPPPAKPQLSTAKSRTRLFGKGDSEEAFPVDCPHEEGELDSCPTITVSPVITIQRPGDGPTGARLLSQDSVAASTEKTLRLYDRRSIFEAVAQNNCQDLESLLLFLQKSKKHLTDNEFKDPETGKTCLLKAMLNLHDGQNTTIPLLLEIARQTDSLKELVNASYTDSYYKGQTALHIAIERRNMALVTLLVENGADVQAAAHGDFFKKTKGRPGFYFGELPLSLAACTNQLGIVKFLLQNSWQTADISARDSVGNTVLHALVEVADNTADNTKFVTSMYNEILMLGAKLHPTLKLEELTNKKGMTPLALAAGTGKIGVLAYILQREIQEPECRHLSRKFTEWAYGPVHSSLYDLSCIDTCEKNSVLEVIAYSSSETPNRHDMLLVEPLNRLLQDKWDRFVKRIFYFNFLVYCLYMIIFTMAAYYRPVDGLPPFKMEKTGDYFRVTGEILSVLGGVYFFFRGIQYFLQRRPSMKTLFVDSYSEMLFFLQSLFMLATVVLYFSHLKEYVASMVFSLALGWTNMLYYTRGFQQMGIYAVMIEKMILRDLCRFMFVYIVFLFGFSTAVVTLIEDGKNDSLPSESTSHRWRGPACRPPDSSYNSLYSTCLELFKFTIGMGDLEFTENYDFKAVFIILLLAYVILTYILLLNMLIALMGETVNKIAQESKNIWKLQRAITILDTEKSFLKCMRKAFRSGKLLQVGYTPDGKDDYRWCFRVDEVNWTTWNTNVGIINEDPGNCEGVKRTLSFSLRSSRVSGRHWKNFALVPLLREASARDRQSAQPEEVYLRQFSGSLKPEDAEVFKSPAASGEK
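TRPV1-expressing cells were cultured overnight at 35.5C and loaded with Fluo-8 calcium dye for 40 to 90 min at room temperature. After a 10 s baseline, compound was added and calcium influx was read kinetically for 3 min (ex 480/em 520 nm).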
S-ASM inh – blocks human secretory acid sphingomyelinase; 0.006% of 340,000 active; Potency, µM (series often up to 57.5 µM), without a hit: at the highest dose activity change, negative = inhibition, most hits filed as inhibitors; AID 504937; P17405; placental ASM, HMU-PC fluorogenic substrate, 60 min; also: potency is read from the fitted curve at half-maximal effect
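HMU-PC0 cleavage (9 uM final) by human placental ASM, 60 min at 37 °C following 10 min compound exposure at RT; stopped at pH 10, fluorescence Ex 386/Em 447 nm.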
MBNL1-CUG inh – blocks human MBNL1 binding to CUG repeat RNA; 0.036% of 280,000 active; Potency, µM (top dose mostly 57.5 µM), for the others: at the top dose activity change, negative = inhibition, usual class: inhibitors; Q9NR56; TR-FRET MBNL1-His/biotin-(CUG)12 binding, 665/545 ratio; AID 2675; active = well fitted inhibition curve with a large enough effect in the signal ratio, with a control signal flat, not every such curve was filed as active; inconclusive = small, poorly fitted or top-dose-only effect, or effect the other way, or a change in a side signal; inactive = no such curve, though single readings can be large or run the other way; the % refers to the signal ratio; also: potency is read from the fitted curve at half-maximal effect; % is scaled to controls: 0 for no effect and ±100 for the full control effect
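Compounds (final 92 nM to 58 uM) are added to His-tagged MBNL1 and biotin-(CUG)12, then terbium anti-His antibody and streptavidin-XL665 (5 nM final). After 60 min at room temperature, the 665/545 nm ratio is read.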
A-T KAP1 phos – potential ataxia-telangiectasia treatment. […] A-T fibroblasts, KAP-1 phosphorylation AlphaLISA; neocarzinostatin DNA damage 30 min before lysis. Potency, µM (titrated, usually from 57.5 µM), for the others: at the top dose activation, usual class: activators. 0.19% of 320,000 active. AID 485349; also: potency is read from the fitted curve at half-maximal effect; % of control where 0% means no effect; nearly all actives have a fitted effect of over 45% in size
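ATM-like activity read as KAP-1 phosphorylation via AlphaLISA donor/acceptor antibody pairs after lysis and 6 hr at 25C. Cells were ATM-null patient fibroblasts ([…], hTERT), dosed 60 min, then exposed to the DSB inducer NCS for 30 min.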
FBPA coupling cs – counter-screen for Giardia aldolase inhibitors: coupling enzyme system; coupling enzyme system counterscreen, AmpLite Red fluorescence; activity change, negative = inhibition, % at 58.2 µM, hits read low; 0.67% of 290,000 active; AID 2472; in the data active = activity change below about -30%; also: % is scaled to controls: 0 for no effect and ±100 for the full control effect
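Coupling enzymes only (glyceraldehyde-3-phosphate) + compound, at 57.5 uM final, 10 min RT; add substrate/coupling/AmpLite Red mix, 20 min RT; fluorescence ex 525/em 598 nm. Actives flag coupling-system interference.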
a7 integrin act – activators of alpha7 integrin expression for muscular dystrophy | Potency, µM (series often up to 38.3 µM), inactives show at the highest dose activation, usual class: activators | alpha7betagal myoblasts, beta-gal FDG fluorescence, 48 h | 0.064% of 350,000 active;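 also: potency is read from the fitted curve at half-maximal effect; 100% = response of the positive control SU9516; nearly all actives have a fitted effect of over 60% in size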
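alpha7betagal+/- myoblasts (passage 13, 250/well) treated 48 h at 37C with compounds at 1:260 dilution of DMSO stock. Lysed, then beta-galactosidase activity read as FDG fluorescence (ex 480/em 540) after 30 min, with pre-read for autofluorescence.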
hERG WT inh – blocks the wildtype human KCNH2 potassium channel; AID 720551; 0.37% of 340,000 active; Q12809; activity change, % at 1.84 µM; U2OS, BacMam KCNH2, thallium flux FluxOr; hits give low values;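 active = maximum activity change below -70%; inconclusive = maximum activity change between -70% and -50%; inactive = maximum activity change above -50%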; also: % is scaled to controls: 0 for no effect and ±100 for the full control effect
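U2OS cells were transduced with wild-type KCNH2 virus (2.03 x 10^8 / mL) for 4 h at room temperature, then cultured overnight at 37 C. Thallium flux was read with FluxOr dye. Rate constants were normalized to DMSO controls.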
GALK inhibitor – blocks human galactokinase activity; P51570; Purified GALK, Kinase-Glo residual ATP luminescence; Potency, µM (highest dose often 57.5 µM), inactives show at the top dose activity change, negative = inhibition, actives largely listed as inhibitors; 0.007% of 270,000 active; AID 1868; also: potency is read from the fitted curve at half-maximal effect; % is scaled to controls: 0 for no effect and ±100 for the full control effect
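Compounds were pin-transferred into ATP buffer (35 uM final), then GALK plus galactose (5 nM, 100 uM final) was added. After 1 h at room temperature, Kinase-Glo Plus was added and luminescence read after 10 min.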
KCNH2 3.1 inh – blocks the human KCNH2 3.1 channel isoform; U2OS KCNH2 3.1, thallium flux FluxOr; hits give low values; activity change, % (tested at about 1.8 µM); 0.95% of 340,000 active;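 active = maximum activity change below -70%; inconclusive = maximum activity change from -70% to -50%; inactive = maximum activity change above -50%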;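 also: thallium influx rate constant from kinetic fluorescence after stimulation buffer; % is scaled to controls: 0 for no effect and ±100 for the full control effect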
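FluxOr-based Tl+ influx in U2OS cells transduced with KCNH2 3.1 virus; rate constants normalized to DMSO controls.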
The depositor's hits bear a star; ? = inconclusive; · = not tested or not shown; [ ] = remark or other dose. Unless noted, calls follow the shape of the dose curve; as a rule, active = well fitted curve in the direction sought with a large enough effect; inconclusive = small, poorly fitted or top-dose-only effect, or another doubt; inactive = no such curve, though single readings can be large; an effect the other way counts as inactive or inconclusive.

Structure,MLL CXXC-DNA inh,TRPV1 agonist,S-ASM inh,MBNL1-CUG inh,A-T KAP1 phos,FBPA coupling cs,a7 integrin act,hERG WT inh,GALK inhibitor,KCNH2 3.1 inh
CCC1CCC(C(=O)NC(CCSC)C(=O)NCCc2ccc(S(N)(=O)=O)cc2)CC1 (stereo not given),-18%,4,4%,-9%,5%,4,-1%,-14,·,12
CSc1ccccc1NC(=S)N/N=C/c1cccn1Cc1cccc(C)c1,-6%,2,3%,3%,-4%,-1,7%,-4,5%,-13
COc1ccc(/C=C\C(=O)Oc2cccc(/C=N/NC(=O)Cc3ccc(OC)c(OC)c3)c2)cc1,14%,9,-18%,-2%,0%,-5,-20%,28,0%,-1
NC(=O)COC(=O)C1CSC2(c3ccc(F)cc3)CCC(=O)N12 (stereo not given),20%,2,14%,1%,2%,0,4%,0,-1%,3
CSc1ccccc1NC(=O)COC(=O)c1cnc(C)cn1,·,·,-1%,·,9%,·,16%,30,·,-7
CCN(C(=O)Cc1ccccc1OC)c1nnc(-c2ccncc2)s1,-7%,2,-3%,1%,0%,3,-18%,6,·,-3
COc1ccc(C(c2sc3nc(C)nn3c2O)N2CCC(C(N)=O)CC2)cc1OC (stereo not given),-1%,-1,0%,10%,4%,-1,-6%,-11,4%,0
Cc1nnc(SCC(=O)N(C)c2ccccc2)n1Cc1ccccc1,2%,1,-2%,3%,-1%,2,4%,15,-2%,16
CC1CCN(c2oc(-c3ccc(F)cc3)nc2C#N)CC1,5%,?,3%,-6%,-11%,-1,0%,-3,1%,-11
O=C(Nc1ccnn1C1CCN(C(=O)CCc2ccc(F)cc2)CC1)C1CCOC1 (stereo not given),?,0,3%,-11%,9%,-3,-33%,15,-1%,1
CCn1c(O)c(N=NC(=O)c2ccc(CSc3nncn3C)cc2)c2ccccc21,-10%,2,-4%,·,-1%,0,12%,1,0%,-9
Cc1cccn2c(=O)c(/C=C(\C#N)C(N)=O)c(N3CCN(c4ccccc4)CC3)nc12,4%,2,46%[activator],?,-5%,0,?,-4,2%,-13
O=C(OCc1ccc([N+](=O)[O-])cc1)C1CC(=O)N(c2ccccc2)C1 (stereo not given),6%,14,0%,-4%,-6%,0,13%,43,1%,1
CCN(CC)c1ncnc2sc(C(=O)N3CCN(c4ccccc4)CC3)c(C)c12,-1%,16,-1%,14%,0%,2,-11%,6,-4%,3
O=C(CC1C(=O)NCCN1Cc1ccc(Cl)c(F)c1)NCCc1cccnc1 (stereo not given),3%,-6,4%,11%,0%,-18,-15%,4,6%,19

Reprinted from the part before: three entries; new compounds follow.
Structure,MLL CXXC-DNA inh,TRPV1 agonist,S-ASM inh,MBNL1-CUG inh,A-T KAP1 phos,FBPA coupling cs,a7 integrin act,hERG WT inh,GALK inhibitor,KCNH2 3.1 inh
O=C(OCc1ccc([N+](=O)[O-])cc1)C1CC(=O)N(c2ccccc2)C1 (stereo not given),6%,14,0%,-4%,-6%,0,13%,43,1%,1
CCN(CC)c1ncnc2sc(C(=O)N3CCN(c4ccccc4)CC3)c(C)c12,-1%,16,-1%,14%,0%,2,-11%,6,-4%,3
O=C(CC1C(=O)NCCN1Cc1ccc(Cl)c(F)c1)NCCc1cccnc1 (stereo not given),3%,-6,4%,11%,0%,-18,-15%,4,6%,19
O=C(Nc1cc(F)cc(F)c1)c1ccc(NCCc2ccccc2)c([N+](=O)[O-])c1,124%[activator],11,-7%,·,7%,-14,4%,-6,1%,-3
CCC(C)(C)n1nnnc1C(C(C)C)N(Cc1ccco1)Cc1cc2cc3c(cc2[nH]c1=O)OCO3 (stereo not given),1%,23,11%,?,-11%,-2,-31%,-7,-2%,14
Cc1ccc(-c2cc(C(=O)Nc3ccc(S(=O)(=O)N4CC(C)OC(C)C4)cc3)[nH]n2)c(O)c1 (stereo not given),-5%,-1,-2%,-2%,6%,-1,-15%,-4,-4%,1
Nc1nc(NC(=O)c2ccc(F)cc2)ns1,·,0,6%,·,2%,·,-1%,-6,·,13
COc1ccccc1OCc1nnc(SCC(=O)Nc2ccc(N3CCOCC3)cc2)n1C,6%,-1,-1%,-4%,-2%,4,8%,-8,-1%,8
CCC(=O)Nc1cccc(-c2cn3ccccc3n2)c1,14%,4,1%,-4%,-5%,0,-9%,22,0%,1
CC(C)Oc1ccc(CNC(=O)c2ccc3nc(N4CCOCC4)sc3c2)cc1,-9%,-3,-2%,2%,-6%,3,-39%,-3,·,15
O=[N+]([O-])c1ccc(N2CCOCC2)cc1SCc1ccco1,6%,-4,-17%,?,-14%,2,-3%,-5,3%,-7
N#Cc1c[nH]n2c(=O)c3c(nc12)CCCC3,7%,-2,·,-7%,1%,0,·,·,7%,·
CC(=O)Nc1cccc(NC(=S)Nc2cccc(Cl)c2C)c1,-3%,3,-4%,3%,18%,-5,21%,-1,3%,12
COc1cccc2c1cc1c(=O)n(CC(=O)N3CCN(c4cccc(C)c4C)CC3)nc(C)n12,·,·,-5%,·,·,·,21%,6,·,-1
O=C(Nc1ccc2ncccc2c1)c1cc(Cl)ccc1Cl,1%,1,-3%,·,-3%,1,0%,5,2%,2
CC(C)c1ccc(C2CC(=O)c3cnc(N4CCc5ccccc5C4)nc3C2)cc1 (stereo not given),-8%,1,-4%,-5%,2%,-2,?,-2,-1%,-2
O=S(=O)(c1cc(C(F)(F)F)ccc1Cl)N1CCCCCC1,8%,1,0%,-5%,?,4,0%,20,1%,3
CCN(CC)CCN(C(=O)c1ccc(CN2CCCCC2)o1)C(C(=O)NC1CCCCC1)c1ccc(F)cc1 (stereo not given),-11%,-4,1%,-20%,-2%,8,-3%,9,1%,7
O=C(Nc1ccc(OC(F)F)cc1)c1cc(S(=O)(=O)N2CCCCC2)ccc1N1CCOCC1,·,3,-1%,·,19%,·,4%,-9,·,-38
COc1ccc(CCNC(=O)Cc2ccc([N+](=O)[O-])cc2)cc1OC,-2%,7,0%,?,-1%,5,-14%,-7,1%,-1
O=C(Nc1ccccc1Cl)N1CCN(Cc2ccc3c(c2)OCO3)CC1,5%,?,6%,-8%,4%,2,2%,7,-1%,-20
Cc1ccc(S(=O)(=O)N(C)CC(=O)NCCCc2ccccc2)cc1,-4%,1,-2%,-3%,-1%,6,-2%,1,1%,2
COc1ccc(/C=N/n2c(COc3ccccc3)n[nH]c2=S)cc1OC,6%,6,-4%,-1%,4%,4,36%,7,-2%,12
COc1ccc(CCNC2CC(=O)N(CCc3ccccc3)C2=O)cc1 (stereo not given),1%,6,3%,6%,-2%,5,23%,7,-2%,-37
O=C(NC1CC1)C1=C[C@H](c2c[nH]c3ccccc23)C[C@H](OCCCCO)O1,0%,3,5%,7%,-5%,-1,-14%,-9,2%,5
Cc1ccc(S(=O)(=O)N[C@@H](CC(C)C)C(=O)N2CCC(C(=O)N[C@H](C(=O)O)C(C)C)CC2)cc1,-3%,-1,0%,-5%,-6%,0,7%,3,·,8
COc1ccc(OCC(=O)OCCN(C)C)cc1,-1%,-3,17%,1%,·,2,16%,0,3%,3
CC(=O)c1ccc(S(=O)(=O)NCc2cccnc2)cc1,-3%,-6,1%,-5%,-5%,2,6%,2,·,5
COc1ccc(Cl)cc1NC(=O)CC1CCCC1,-4%,9,-3%,-8%,-1%,-6,12%,11,-2%,-20
COc1ccccc1N1CCN(C2CC(=O)N(c3ccccc3)C2=O)CC1 (stereo not given),11%,3,2%,-4%,7%,2,8%,-10,4%,7
Cc1cc(=O)oc(C)c1C(=O)n1nc(C)c2c1C[C@@H]1[C@H]2C1(C)C,-5%,8,-1%,-1%,-2%,4,23%,-8,3%,3
CCN(CC)C(=O)c1cccc(-c2ccc(OC)cc2)c1,3%,-1,3%,-6%,4%,3,11%,-1,-3%,-8
Cc1ccc(S(=O)(=O)N2C[C@@H]3[C@H]4CC[C@H](C4)[C@@H]3[C@@H](C)[C@@H]2c2cccn2Cc2ccccc2)cc1,·,·,-3%,·,10%,·,9%,3,·,-16
Cc1ccc(-c2csc(N3CCN(CCCn4c(-c5ccncc5)nc5ccccc54)CC3)n2)cc1,2%,0,-10%,-5%,16%,-7,-31%,-7,·,-25
Cc1ccc(Nc2nc(OC(C(F)(F)F)C(F)(F)F)nc(N3CCOCC3)n2)cc1,-2%,?,-8%,-3%,11%,-9,-2%,10,4%,-6
CS(=O)(=O)N(CC(=O)Nc1ccccc1C(=O)NCc1ccco1)c1ccccc1F,-2%,3,2%,0%,0%,1,?,-6,1%,10

Source: PubChem BioAssay (National Center for Advancing Translational Sciences (NCATS))
